Screens as filed in PubChem.
PAX8 inh HTS – inhibitors of PAX8 transcriptional activity in RMG-I cells | RMG-I TPO-luciferase reporter, SteadyGlo, 24 h | inhibition, % at 12.6 µM | actives 1.2% (n = 360,000);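 active = mean replicate inhibition at least 60% with every replicate also reaching 60%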;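 also: luciferase light reporting Pax8 driven TPO promoter activity; plate controls were median of neutral control wells for no effect and mitoxantrone controls for full effect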
PglD inh – inhibitors of Campylobacter jejuni PglD acetyltransferase; actives 0.098% (n = 360,000); inhibition, % at 12.5 µM; purified PglD enzyme, DTNB colorimetric CoA detection; AID 602405; in the data active = inhibition above about 16%, passing the limit was not always enough; also: strong numbers were not always called active
INS-1E GSIS act – GLuc luminescence reporter in INS-1E cells, primary screen for activators of glucose-dependent secretion of insulin | actives 0.61% (n = 370,000) | INS-1E GLuc reporter insulin secretion, 2-3 h | activation, % at 16.6 µM;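 active = lowest replicate activation of at least 40%, so every replicate reaches that level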;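 also: 0% = median of neutral control wells and 100% = median of IBMX positive control wells; some compounds called inactive have numbers as strong as hits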
C2C12 statin – suppression of simvastatin myotoxicity; C2C12 myotubes + simvastatin, ATP luminescence, 48 h; scaled: DMSO 0, geranylgeraniol control 100; rescue of ATP level, % at 7.49 µM; actives 0.78% (n = 330,000);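 active = mean ATP rescue above about 67%, or every replicate alone reaching that limit, limit read from the data, passing the limit was not always enough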;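 also: myotubes were challenged with 10 µM simvastatin during compound exposure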
Cneo AK release – causes C. neoformans cell lysis; lysis activity, % at 15 µM; adenylate kinase release luminescence, 4 h; normalised: neutral wells 0, clomiphene wells 100; actives 0.2% (n = 360,000);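 active = mean lysis activity across replicates of at least 80%, whatever share of replicates individually reach that level; inactive = mean lysis activity below 80%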
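Schedule: static 4 h at 37 °C with compound, 1 h detection; system: C. neoformans cells; benchmarks: Clomiphene as positive control; buffer or medium: fresh YPD medium; measure: luminescence rise reflecting yeast cell lysis; measured by: luminescent adenylate kinase detection reagent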
LGR2 inh – Drosophila LGR2 receptor signaling inhibition | HEK293 LGR2, CRE-luciferase, bursicon-stimulated, 4 h | inhibition, % at 9.99 µM | actives 0.35% (n = 380,000);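 active = drop in luminescence signal, shown as inhibition above about 50% in the replicate tests, limit read from the data, passing the limit was not always enough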;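 also: agonist challenge used bursicon conditioned medium at about half maximal strength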
PGC1a acetyl inh – modulators of PGC1a acetylation | actives 0.17% (n = 350,000) | U2OS PGC1a acetylation, AlphaScreen anti-acetyl-lysine; with virally co-expressed GCN5 acetyltransferase | inhibition, % at 15.6 µM;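 active = every replicate shows inhibition of at least 40%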;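 also: 0% = neutral control wells and 100% = positive control wells; some results beyond the cut were filed as inactive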
ARNT TACC3 PPI – ARNT/TACC3 interaction disruption; Q9Y6A5; AlphaScreen His-ARNT PAS-B/GST-TACC3 binding, luminescence; TACC3 fragment carries E629A point mutation; inhibition, % at 9.99 µM; actives 0.66% (n = 390,000); AID 623870;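 active = mean inhibition of replicates at least 50% and at least half of replicates each reaching 50%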;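 also: 0% = complete ARNT plus TACC3 wells and 100% = ARNT alone without TACC3; many hits fall short of the cut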
The depositor's hits bear a star; x = not tested or not shown. Random draw from the library; 2.9% or so of the library scored in one or more.

The opening six records, to show the layout:
SMILES	PAX8 inh HTS	PglD inh	INS-1E GSIS act	C2C12 statin	Cneo AK release	LGR2 inh	PGC1a acetyl inh	ARNT TACC3 PPI
CC(OC(=O)Cn1[nH]c(=O)c2ccccc2c1=O)C(=O)Nc1ccccc1[N+](=O)[O-] (configuration not stated)	-13	x	14	x	x	12	x	-1
O=C(NCCCN1CCOCC1)c1ccccc1N1C(=O)[C@@H]2Cc3c([nH]c4ccccc34)C(c3ccc(F)cc3)N2C1=O (some centres not stated)	x	-4	-10	-23	3	-2	-4	-3
COc1ccccc1CNc1nc(NCc2ccc(C)cc2C)c2sccc2n1	x	0	x	-58	3	x	-4	x
O=C(CNC(=O)c1cccs1)OCc1ccc(Cl)cc1	-8	x	-3	-2	x	-24	-5	-15
O=C1N(c2ccccc2)C(c2ccc(Cl)cc2)N2CCCN12 (configuration not stated)	3	x	-26	x	x	6	x	-1
CC1(C(=O)NCCc2c[nH]c3ccccc23)CCN1CC1CCCCC1 (configuration not stated)	8	-2	x	-1	-1	16	-33	x

The listing, repeating the preview:
SMILES	PAX8 inh HTS	PglD inh	INS-1E GSIS act	C2C12 statin	Cneo AK release	LGR2 inh	PGC1a acetyl inh	ARNT TACC3 PPI
CC(OC(=O)Cn1[nH]c(=O)c2ccccc2c1=O)C(=O)Nc1ccccc1[N+](=O)[O-] (configuration not stated)	-13	x	14	x	x	12	x	-1
O=C(NCCCN1CCOCC1)c1ccccc1N1C(=O)[C@@H]2Cc3c([nH]c4ccccc34)C(c3ccc(F)cc3)N2C1=O (some centres not stated)	x	-4	-10	-23	3	-2	-4	-3
COc1ccccc1CNc1nc(NCc2ccc(C)cc2C)c2sccc2n1	x	0	x	-58	3	x	-4	x
O=C(CNC(=O)c1cccs1)OCc1ccc(Cl)cc1	-8	x	-3	-2	x	-24	-5	-15
O=C1N(c2ccccc2)C(c2ccc(Cl)cc2)N2CCCN12 (configuration not stated)	3	x	-26	x	x	6	x	-1
CC1(C(=O)NCCc2c[nH]c3ccccc23)CCN1CC1CCCCC1 (configuration not stated)	8	-2	x	-1	-1	16	-33	x
CC(=O)Nc1cccc(C(=O)/C=C/c2cccs2)c1	-133	5	-17	x	3	-25	7	0
CCOc1ccccc1NC(=O)Cc1ccccc1OC	x	-1	x	-13	0	x	3	-5
CNC[C@H]1OCc2cn(nn2)CCCC(=O)N([C@@H](C)CO)C[C@H]1C	-8	x	12	-4	x	-2	6	x
N#Cc1c(-c2ccc(Cl)cc2)cc(-c2ccccc2)nc1SCC(=O)O	-10	2	-25	-3	-4	-3	-11	-2
CCOC(=O)c1ccc(NC(=O)C2CCC(CNc3c(N4CCOCC4)c(=O)c3=O)CC2)cc1 (configuration not stated)	13	0	-13	1	0	6	3	6
CN(C)C(=O)C[C@H]1CC[C@H]2[C@H](COc3ccc(NC(=O)NCc4ccccc4)cc3C(=O)N2C)O1	-5	1	-1	-6	2	-9	-1	-6
CCn1c(SCC(=O)Nc2ccc(F)cc2F)nc2c(c1=O)SCC2	10	-3	12	1	-3	-1	x	-11
O=C1Nc2ccc(C(=O)O)c(O)c2C1=O	-8	7	-7	4	2	9	-1	-1
CCOC(=O)Cn1c(=O)oc2cc(S(=O)(=O)N(CCN(C)C)Cc3ccccc3)ccc21	x	1	x	2	-4	x	-1	0
Cc1nc2c(C(=O)NCCC3=CCCCC3)c[nH]n2c(=O)c1Cl	x	8	-6	10	1	6	7	15
Cc1ccc(CNC(=O)C(=O)NCC2CCCN2S(=O)(=O)c2cccs2)cc1 (configuration not stated)	13	-1	-9	4	4	-5	-7	-19
Cc1cc(C)n2nnnc2c1C#N	-8	3	x	-2	0	x	2	2
COc1ccc(C2CC(=O)C(C=NCCN3CCN(C(=S)Nc4ccccc4)CC3)=C(O)C2)cc1OC (configuration not stated)	1	x	14	x	x	-2	-2	-1
CCc1nc(SCC(=O)c2ccc3c(c2)OCCO3)c2ccccc2n1	-29	10	x	-1	4	x	-11	1
COc1ccc(Cl)cc1NC(=O)Nc1cn(C)nc1C	1	1	1	x	3	10	-1	3
O=c1c2ccccc2sn1-c1ccc(Cl)cc1	-86	-5	8	2	-5	-40	x	x
COc1ccc(NC(=S)N(CCCN2CCCCCC2)Cc2cccs2)cc1	18	3	10	1	1	-7	x	0
CO[C@H]1CN(C)C(=O)c2ccc(NC(=O)c3ccc(Oc4ccccc4)cc3)cc2OC[C@@H](C)NC[C@H]1C	8	-1	-1	-49	0	11	-16	9
CC(C)n1c(SCCCc2ccccc2)nc2c1c(=O)[nH]c(=O)n2C	6	0	x	18	1	x	-9	-2

Entries of single compounds from above.
Results for COc1ccccc1CNc1nc(NCc2ccc(C)cc2C)c2sccc2n1 : PAX8 inh HTS: x; PglD inh: 0; INS-1E GSIS act: x; C2C12 statin: -58; Cneo AK release: 3; LGR2 inh: x; PGC1a acetyl inh: -4; ARNT TACC3 PPI: x
Results for O=C(CNC(=O)c1cccs1)OCc1ccc(Cl)cc1 : PAX8 inh HTS: -8; PglD inh: x; INS-1E GSIS act: -3; C2C12 statin: -2; Cneo AK release: x; LGR2 inh: -24; PGC1a acetyl inh: -5; ARNT TACC3 PPI: -15

Continued.
SMILES	PAX8 inh HTS	PglD inh	INS-1E GSIS act	C2C12 statin	Cneo AK release	LGR2 inh	PGC1a acetyl inh	ARNT TACC3 PPI
C[C@@H]1CCCCO[C@@H](CN(C)Cc2ccc(C(=O)O)cc2)[C@@H](C)CN([C@H](C)CO)C(=O)c2cc(NC(=O)Nc3ccc(F)cc3)ccc2O1	-14	-2	33	x	-1	7	13	0
CCCCc1cc(=O)oc2c3c(cc(OCC(=O)NCCCO)c12)OC(C)(C)CC3	3	-2	1	-7	-1	-2	x	20
C[C@H](NC(=O)C[C@H]1C=C[C@@H](NC(=O)c2cccnc2)[C@H](CO)O1)c1ccccc1	8	0	3	8	-4	5	-1	-4
Cc1ccc2[nH]cc(CCNC(=O)c3ccco3)c2c1	12	-5	-2	7	1	5	-4	x
COc1ccc(-c2[nH]ncc2CN2CCCN(c3ccccc3)CC2)c(F)c1	18	12	-1	-4	-3	12	x	4
CCC(=O)NC(NCC1CCCO1)C(Cl)(Cl)Cl (configuration not stated)	x	4	x	1	-1	x	-1	5
CCC(=O)Nc1ccc(NC(=O)CSc2nnnn2C2CCCC2)cc1C	-6	6	4	6	4	7	x	0
C[C@H]1CN([C@@H](C)CO)C(=O)c2cc(NC(=O)c3ccncc3)ccc2O[C@H]1CN(C)C(=O)NC1CCCCC1	-17	-1	3	3	-4	0	-4	-4
Cc1ccc2[nH]c3c(c2c1)CCCC3=O	x	-5	17	6	1	-28	x	-2
N#C[C@@H]1[C@H](c2ccc(C3=CCCC3)cc2)[C@H](CO)N1S(=O)(=O)c1ccccc1	-31	2	16	8	-3	18	-8	-8
COc1ccc(S(=O)(=O)N(C)C)cc1NC(=O)COC(=O)c1nc2nccc(C)n2n1	3	x	4	7	x	4	x	-2
O=C(Cn1c(NCCCO)nc2ccccc21)c1ccco1	x	2	3	9	-1	-3	-1	1
Cc1ccc(-c2nc(=S)c3c(n2Cc2cccnc2)CC(C)(C)OC3)cc1	14	-1	-8	6	1	-8	-1	-9
c1ccc(-n2nnnc2NC2CCCCCC2)cc1	x	2	-3	1	1	-2	3	-6
C/C(=C\C(=O)c1ccc(F)cc1)NCc1ccc2c(c1)OCO2	x	0	x	12	2	x	x	1
CCN(CC(=O)NCc1cccs1)C(=O)c1ccc(S(=O)(=O)Nc2ccccc2)cc1	12	-4	-13	-3	0	-3	5	1
N#Cc1cn(-c2ccccc2)nc1-c1cc2ccccc2oc1=O	-42	3	x	x	-1	x	-8	x
COc1cc(NC(=O)c2ccccc2)c(OC)cc1NC(=O)CN1C(=O)NC2(CCCCC2)C1=O	18	5	-18	2	-2	-6	-9	x
Cc1cccc(NC(=O)CSCC(=O)N(C)CCOc2ccc(Cl)cc2)c1	4	6	-48	-7	-3	3	15	-12
C[C@H](O)C#Cc1cnc2c(c1)C(=O)N([C@@H](C)CO)C[C@H](C)[C@@H](CN(C)C(=O)c1ccccc1)O2	x	3	0	7	0	10	-3	2
COc1cccc2c1O/C(=N\O)C(C(=O)Nc1cccc(C)c1C)C2 (configuration not stated)	6	-2	5	3	0	8	4	-1
CCC1CCCCN1C(=S)NC(=O)c1cccc([N+](=O)[O-])c1 (configuration not stated)	-7	-2	-9	-10	16	14	x	10
COc1cccc(OC)c1C(=O)NC(=O)Nc1c(F)c(F)c(F)c(F)c1F	-5	x	14	x	x	3	x	-6
COc1ccc(CCNC(=O)C(=O)NCC2OCCN2S(=O)(=O)c2ccc(OC)cc2)cc1 (configuration not stated)	-2	-1	-25	17	1	6	5	1
N#C[C@H]1[C@@H](c2ccc(C3=CCCC3)cc2)[C@@H](CO)N1C(=O)C1CCCC1	-25	0	2	-24	-1	4	-3	-18
(listing goes on)
SMILES	PAX8 inh HTS	PglD inh	INS-1E GSIS act	C2C12 statin	Cneo AK release	LGR2 inh	PGC1a acetyl inh	ARNT TACC3 PPI
CC(Sc1nc(-c2ccccc2)cc(C(F)(F)F)n1)C(=O)NCCN1CCOCC1 (configuration not stated)	x	-3	x	1	2	x	5	-11
CCc1nc2ccccc2[nH]c1=O	-21	x	44	x	x	-1	8	-8
CCOC(=O)C1CCCN(CC(=O)c2ccc(F)cc2)C1 (configuration not stated)	13	5	4	-3	-5	1	-2	4
O=C(Nc1ccccc1F)N[C@H]1CC[C@@H](CCNC(=O)C2CCCCC2)O[C@H]1CO	2	-2	-6	-32	-18	-2	-4	0
O=C(CN1CCN(c2ccccc2)CC1)NC(=O)NCc1ccco1	48	4	-8	x	-4	2	x	-8
c1ccc(COC2CCCN(Cc3nc(-c4cnccn4)no3)C2)cc1 (configuration not stated)	7	-167	21	14	0	-5	0	19
COc1ccc2c3c([nH]c2c1)[C@H](CO)N(C)CC31CCN(S(=O)(=O)c2ccc(C)cc2)CC1	0	x	-4	x	x	10	9	x
O=C(CN(C(=O)CCC(=O)Nc1nccs1)c1ccc2c(c1)OCO2)NCc1ccc(F)cc1	-5	-1	4	-44	0	10	7	-3
NC(=O)C1CCN(S(=O)(=O)c2cc3c4c(c2)CCN4C(=O)CC3)CC1	4	-3	1	9	-1	-6	11	1
CC(C)c1ccc2[nH]c3nc(SCC(=O)N4CCOCC4)nnc3c2c1	-44	x	20	x	x	-23	x	-5
Cc1ccc(NC(=O)CSc2nnc(-c3ccccc3C)o2)cc1C	-53	4	x	5	2	x	-2	0
C[C@@H]1CN([C@H](C)CO)C(=O)c2cc(C#Cc3ccccc3F)cnc2O[C@@H]1CN(C)C(=O)c1ccc2c(c1)OCO2	x	1	-42	-4	2	3	4	1
COC(=O)c1ccc(N2CCN(C(C)=O)CC2)c(NC(=O)COc2ccccc2C)c1	5	-3	7	1	-1	2	-19	-9
